GAA glycogen: alters human alpha-glucosidase cleavage of glycogen | P10253 | recombinant GAA, glycogen substrate, Amplex Red glucose oxidase fluorescence | Potency, µM (doses to about 76.4 µM), for the others: at the highest dose activity change, negative = inhibition, hits mostly inhibitors | 300,000 compounds, 0.38% hits | AID 2100; active = well fitted inhibition curve with a large enough effect; inconclusive = small, poorly fitted or top-dose-only effect, or another doubt; inactive = no such curve, though single readings can be large or run the other way;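 also: 0% = full enzyme reaction and -100% = no-enzyme basal signal; the screen sought inhibitors and activators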
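Recombinant human alpha-glucosidase (4 nM final) hydrolysed bovine liver glycogen (30 ug) for 40 min at 37 C in pH 5.0 citrate/phosphate with 0.01% Tween-20. Released glucose detected by glucose oxidase/Amplex Red, Ex 573/Em 610 nm. Compounds up to 77 uM; AC50 from Hill fits.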
* hit, by the source's call; u = inconclusive; [ ] = another dose, or the depositor's remark. Potency is read from the fitted curve at half-maximal effect.

SMILES	GAA glycogen
COc1ccc2oc(C(=O)OCC(=O)N(Cc3ccccc3)C(C)(C)C)c(C)c2c1	-3%[76.3 µM]
CN(CC(=O)Nc1ccccc1Cl)C(=O)c1cccc(S(=O)(=O)N2CCN(c3ccc(F)cc3)CC2)c1	-24%[76.3 µM]
CC(=O)c1ccc(NC(=O)Nc2cccnc2)cc1	-2%[76.3 µM]
O=S(=O)(NCc1cccnc1)c1ccc(Br)c2ccccc12	4%[76.3 µM]
O=C(CCC(=O)Nc1ccccc1Cl)NNC(=S)Nc1ccccc1C(F)(F)F	4%[76.3 µM]
Cc1cc(C)nc(Nc2ccc(Br)cc2C(=O)O)n1	0%
Oc1c(Br)cc(/C=N/Nc2ccc(Cl)nn2)cc1Br	u
COc1ccc(CNC(=O)[C@H](C)NC(=O)C2CCN(C(=O)[C@@H](N)CCSC)CC2)cc1	-9%[76.3 µM]
COc1ccc(/C=N\NC(=O)c2ccc(F)cc2)cc1COc1cc(F)ccc1[N+](=O)[O-]	-4%[76.3 µM]
CSc1ccc(/C=C(/NC(=O)c2ccccc2)C(=O)NCCCn2ccnc2)cc1	-6%[76.3 µM]
Cc1sc2ncnc(N3CCC(C(=O)NNC(=O)c4ccccc4Cl)CC3)c2c1C	-3%[76.3 µM]
CC(C)OCCCNc1ncnc2c1nc1n2CCCC1	1%
COc1cc2c(cc1OC)CN(S(=O)(=O)c1cccc(F)c1)CC2	-7%
O=C(CSc1ccc(Cl)cc1)N/N=C/c1ccc([N+](=O)[O-])o1	-14%
CCOC(=O)N1CCN(CC(O)c2c[nH]c3ccc(OC)cc23)CC1 (centres undefined)	-7%
CN(Cc1ccccc1)S(=O)(=O)c1ccc2c(c1)CCC(=O)N2	-19%
CSc1ccccc1C(=O)Nc1ccc2c(c1)CCC2	-2%
COc1ccccc1C(=O)Nc1ccc(NC(=O)c2ccco2)cn1	3%
COc1ccccc1NC(=S)N1CC(C)(C)C1=O	-1%
O=C(CCS(=O)(=O)c1ccc(Br)cc1)Nc1ccccc1Cl	3%
O=C(NCCCc1ccccn1)C1CCC(=O)N(Cc2cccc(F)c2)C1 (centres undefined)	-4%[76.3 µM]
COc1ccc(CNC(=O)OCc2nccnc2C(=O)Nc2ccc(Br)cn2)cc1	-3%[76.3 µM]
CCN(CC)c1ccc(NC(=O)c2cc3c(OC)cccc3[nH]2)cc1	-2%
CN1CC(=O)N2C(c3ccc(Cl)cc3)c3[nH]c4ccccc4c3C[C@H]2C1=O (some centres undefined)	0%
O=C(CSc1ccc(-c2ccccc2)nn1)NC1CCCC1	-2%[76.3 µM]
Cc1cccn2c(CNCCc3ccccn3)c(C(=O)N3CCOCC3)nc12	-5%[76.3 µM]
CCn1c(CC(=O)Nc2ccc(F)cc2)nnc1SCC(=O)N1CCOCC1	0%[76.3 µM]
CC1CC(C)CN(C(=O)C2CCN(S(=O)(=O)c3cccs3)CC2)C1 (centres undefined)	-4%
O=C(CSc1ccc(F)cc1)NCCc1ccc(Cl)cc1	-4%[76.3 µM]
COc1cnc(-c2ccccn2)nc1N(C)c1ccccc1	-1%
CN1c2ccc([N+](=O)[O-])cc2C(C)(C)C12C=Cc1cc(C(=O)O)ccc1O2 (centres undefined)	-1%
CC1CCCCN1C(=O)CSc1nnc(-c2ccccc2O)o1 (centres undefined)	-11%
CCc1ccc(NC(=O)CN(c2ccc(OC)cc2)S(=O)(=O)c2c(C)nn(C)c2C)cc1	-8%[76.3 µM]
CC(Oc1ccc2c(-c3ccccc3)cc(=O)oc2c1)C(=O)NCCN1CCOCC1 (centres undefined)	4%[76.3 µM]
Cc1ccc(Cn2nnc3c(=O)[nH]c(C4CCCN(S(=O)(=O)c5ccc(F)cc5)C4)nc32)cc1 (centres undefined)	-9%
COC(=O)[C@H](CC(C)C)NC(=O)c1cc2c(cn1)[nH]c1ccccc12	1%
CSc1ccccc1OCc1cc(C(=O)NCc2ccc(C)s2)no1	-13%[76.3 µM]
Cc1ccc(S(=O)(=O)N/N=C\c2cn(CC(N)=O)c3ccccc23)cc1C	-4%[76.3 µM]
CC(C)OCCCn1c(=O)c2ccccc2n2c(CCC(=O)NCc3ccccn3)nnc12	4%[76.3 µM]
Cc1cccc(CNS(=O)(=O)c2ccc(-c3ccc(=O)[nH]n3)s2)c1	1%[76.3 µM]

Ordered by count of non-hydrogen atoms (largest number first): part of the list above.
SMILES	GAA glycogen
CC(C)OCCCn1c(=O)c2ccccc2n2c(CCC(=O)NCc3ccccn3)nnc12	4%[76.3 µM]
COc1ccc(CNC(=O)OCc2nccnc2C(=O)Nc2ccc(Br)cn2)cc1	-3%[76.3 µM]
CCn1c(CC(=O)Nc2ccc(F)cc2)nnc1SCC(=O)N1CCOCC1	0%[76.3 µM]
COC(=O)[C@H](CC(C)C)NC(=O)c1cc2c(cn1)[nH]c1ccccc12	1%
CC1CC(C)CN(C(=O)C2CCN(S(=O)(=O)c3cccs3)CC2)C1 (centres undefined)	-4%
O=C(CSc1ccc(-c2ccccc2)nn1)NC1CCCC1	-2%[76.3 µM]

Further entries.
SMILES	GAA glycogen
CSc1ccc(S(=O)(=O)N2CCC(C(=O)N3CCOCC3)CC2)cc1	-2%[76.3 µM]
O=C(CSc1n[nH]c(-c2ccco2)n1)Nc1ccccc1Cl	11%
CCc1ccc(-c2cc(C)no2)cc1S(=O)(=O)NCc1ccc(OC)c(OC)c1	-5%[76.3 µM]
O=C1/C(=C\c2ccc(O)c(O)c2)SC(=S)N1Cc1ccccc1	u
CN(CC(=O)Nc1ccccc1)CC(=O)Nc1ccccc1Cl	6%
COC(=O)c1cc(S(=O)(=O)NC2CCC(C)CC2)cn1C (centres undefined)	-5%[76.3 µM]
Cc1ccc(S(=O)(=O)N2CCC(Oc3cccc(C(F)(F)F)c3)CC2)cc1	-10%
Cc1ccc2[nH]cc(S(=O)(=O)c3ccc(C(C)C)cc3)c(=O)c2c1	-1%
CN(C)c1cccc(C(=O)OCC(=O)NC2CCCC2)c1	-5%
Cc1ccc(S(=O)(=O)NCC(C)n2nc(C)cc2C)cc1 (centres undefined)	-13%
COCCNC(=O)c1ccc(N2CC3CC(C2)c2cccc(=O)n2C3)c(NC(=O)c2cc(OC)cc(OC)c2)c1 (centres undefined)	-23%[76.3 µM]
O=C(NC(=S)Nc1ccccc1N1CCN(C(=O)c2ccccc2)CC1)c1ccccc1F	1%[76.3 µM]
O=[N+]([O-])c1ccc(P(=O)(Cc2ccccc2)c2ccccc2O)cc1 (centres undefined)	3%
Cc1cccc(NC(=O)CSc2nc(C3CC3)nc3ccccc23)c1	-1%
Cc1ccccc1CN1CCC(C(=O)Nc2ccc(Oc3cccnc3)cc2)CC1	-2%[76.3 µM]
COc1ccc(S(=O)(=O)NCC(=O)N(CC(=O)NCc2ccco2)Cc2ccccc2)cc1	0%
CC(=O)Nc1cc(C(=O)N(C)Cc2ccccc2)ccc1S(=O)(=O)c1ccc(C)cc1	-5%
CC(C)(C)c1cc(NC(=O)COC(=O)c2nccnc2N)n(-c2ccccc2)n1	-4%[76.3 µM]
COc1ccccc1N1C(=NC(=O)C2CCCCC2)SC2CS(=O)(=O)CC21 (centres undefined)	-1%[76.3 µM]
Cc1cc(C)n(CCNC(=O)c2ccco2)n1	9%[76.3 µM]

Reprinted at random: 2 records from the list.
SMILES	GAA glycogen
O=C1/C(=C\c2ccc(O)c(O)c2)SC(=S)N1Cc1ccccc1	u
CC(=O)Nc1cc(C(=O)N(C)Cc2ccccc2)ccc1S(=O)(=O)c1ccc(C)cc1	-5%

Continuation.
SMILES	GAA glycogen
CC(C)c1c(C(=O)N/N=C/c2ccccc2OCc2c(F)cccc2Cl)nnn1-c1nonc1N	0%[76.3 µM]
Cc1ccccc1OCC(=O)Nc1sc2c(c1C#N)CC(C)(C)NC2(C)C	6%[76.3 µM]
O=C(CCNC(=O)c1ccccc1Cl)NCCc1ccc(Cl)cc1	-4%
CC(=O)c1ccc(NC(=O)CS(=O)(=O)c2cn(CC(=O)N3CCOCC3)c3ccccc23)cc1	0%[76.3 µM]
COc1ccccc1N1CCN(C(=O)C2CCN(S(=O)(=O)c3ccc4c(c3)CC(C)N4C(=O)C3CC3)CC2)CC1 (centres undefined)	-23%[76.3 µM]
O=C(Cn1c(=O)oc2ccccc21)Nc1ccc(Cl)cc1Cl	3%
Cn1ccc(C(=O)OCC(=O)Nc2cccc(Cl)c2)n1	2%[76.3 µM]
CCC(=O)NN1CCN(c2ccncc2S(=O)(=O)N2CCCCC2)CC1	-4%[76.3 µM]
Cc1nc(C(=O)NCCCO)cc2c1[nH]c1ccccc12	-2%
Cc1ccc(NC(=O)CN2CCN(Cc3ccccc3)CC2)cc1	-3%
Fc1cccc(Nc2c3c(nc4ccccc24)CCC3)c1	3%
CC1(C)CC(=O)c2sc(NS(=O)(=O)c3cc(Cl)ccc3Cl)nc2C1	3%
Cc1onc(-c2ccccc2)c1C(=O)N1CCN(Cc2ccccc2)CC1	0%[76.3 µM]
Cc1ccc2occ(/C=N/NC(=O)c3ccncc3)c(=O)c2c1	-2%[76.3 µM]
CC(=O)Nc1c(-c2ccccc2Cl)c(=O)c2ccccc2n1C	-8%
C=CCNC(=O)CN(CCc1ccccc1)S(=O)(=O)c1ccccc1	5%
CCOC(=O)c1c(C)[nH]c(NC(=O)Nc2ccc(NC(C)=O)cc2)c1C	1%
Cc1cc(-c2ccc(C)c(S(=O)(=O)NCCN3CCC(C)CC3)c2)on1	-7%[76.3 µM]
COc1ccc(S(=O)(=O)N2CCC(C(=O)N[C@@H](C)C(=O)N3CCCCCC3)CC2)cc1	-8%[76.3 µM]
CCCCNS(=O)(=O)c1ccc2nc(-c3cccnc3)cc(C(=O)NCC(OC)OC)c2c1	-1%
CC(=O)N[C@@H](Cc1c[nH]c2ccccc12)C(=O)NC1CC1	6%
CCCCc1nnc(NC(=O)CSCc2cc(=O)n3ccsc3n2)s1	3%[76.3 µM]
CCCN(CCC)CCCNC(=O)c1cc2c(=O)n(CC)c3ccccc3c2s1	5%
Cc1ccccc1C(=O)N/N=C/c1cccc2ccccc12	0%
COc1ccc(OC)c(NC(=O)CSc2ccc(-c3ccco3)nn2)c1	-2%[76.3 µM]
COc1cccc(C(=O)CC(=O)C(=O)Nc2cccc([N+](=O)[O-])c2C)c1	-9%
CCOc1ccc(NC(=O)CNC(=O)c2nn(-c3ccc(OC)c(OC)c3)c(=O)c3ccccc23)cc1	-1%
COc1cccc(OC)c1C(=O)NNS(=O)(=O)c1ccc2ccccc2c1	1%[76.3 µM]
CC(NC(=O)CCn1ccc2cc(S(=O)(=O)N3CCCC3)ccc21)c1ccccc1 (centres undefined)	-2%[76.3 µM]
COc1cccc(CN(C)C(=O)c2ccc(Oc3ccccc3)cc2)c1OC	-9%
CCCCc1cc(=O)oc2cc(C)cc(OC(C)C(=O)NCc3ccncc3)c12 (centres undefined)	5%[76.3 µM]
CCN(CC)CCCn1c(SCC(=O)Nc2cccc(F)c2)nnc1-c1ccoc1C	3%
COc1cc(OC)cc(C(=O)NNC(=O)CCC(=O)c2cccs2)c1	-8%[76.3 µM]
Cc1ncc([N+](=O)[O-])n1CC(=O)Nc1ccc(OC(F)(F)Cl)cc1	-10%
Nc1nonc1C(=O)N/N=C/c1cc2c(cc1Br)OCO2	-11%[76.3 µM]
O=C(CSc1nnc(NC(=O)C2CC2)s1)Nc1ccccc1Cl	1%
COc1cc(C2C(C#N)=C(N)N(N(C)C)C3=C2C(=O)CC(C)(C)C3)ccc1O (centres undefined)	5%
NS(=O)(=O)c1ccc(NC(=O)/C(=C/c2ccncc2)NC(=O)c2ccccc2)cc1	6%
COC(=O)c1ccccc1CSc1nsc(/C=C/N(C)C)c1C#N	8%
Cc1cc(=O)oc2cc(O[C@@H]3O[C@H](CO)[C@H](O)[C@H](O)[C@H]3O)ccc12	4%

The list goes on, starting with the last 3 of the part before.
SMILES	GAA glycogen
NS(=O)(=O)c1ccc(NC(=O)/C(=C/c2ccncc2)NC(=O)c2ccccc2)cc1	6%
COC(=O)c1ccccc1CSc1nsc(/C=C/N(C)C)c1C#N	8%
Cc1cc(=O)oc2cc(O[C@@H]3O[C@H](CO)[C@H](O)[C@H](O)[C@H]3O)ccc12	4%
NC(=O)c1nsc(C(=O)N(c2ccc(F)cc2)C(C(=O)NCC2CCCO2)c2ccc3ncccc3c2)c1N (centres undefined)	12%
CCn1cc(S(=O)(=O)NCc2ccc3c(c2)OCO3)cn1	-2%[76.3 µM]
CC(=O)n1cc(/C=N/NC(=O)c2ccccc2O)c2ccccc21	-18%
O=C(CSc1nnc(CNC(=O)c2ccc(F)cc2)o1)NCCc1ccccc1	-6%[76.3 µM]
CCCn1c(=N)c(S(=O)(=O)c2ccccc2)cc2c(=O)n3cccc(C)c3nc21	-1%
CCn1ccnc1CNC(=O)c1ccc2oc(CCCc3ccccc3)nc2c1	-2%[76.3 µM]
Cc1ncccc1C(=O)N1CCCC(CCC(=O)N2CCN(c3ccccn3)CC2)C1 (centres undefined)	0%[76.3 µM]
O=C(CN1C(=O)CSc2ccc(S(=O)(=O)N3CCOCC3)cc21)N1CCCCC1	0%[76.3 µM]
CN(CCOc1ccccc1)C(=O)CCc1c[nH]c2ccccc12	-3%
Cc1c(C(=O)N2CCOCC2)c(S(=O)(=O)Nc2cccc(C#N)c2)c(C)n1C	2%[76.3 µM]
C/C(=N\NC(=O)Cc1ccc(Cl)cc1)c1cccnc1	0%[76.3 µM]
NS(=O)(=O)c1ccc(NC(=O)c2ccc(F)cc2F)c(NC(=O)c2ccc(F)cc2F)c1	-16%
Cc1ccc(N(CC(=O)NCC2CCCO2)S(=O)(=O)c2ccccc2)c(C)c1 (centres undefined)	-2%
Cc1ccc2nc(C(=O)N3CCCC(Nc4ccc(F)cc4)C3)cn2c1 (centres undefined)	-4%[76.3 µM]
CNC(=O)c1ccc(Nc2nnc(-c3ccc(C)c(S(N)(=O)=O)c3)c3ccccc23)cc1	-7%
CCc1ccc2c(CN(C)Cc3ccccc3OC)cc(=O)oc2c1	11%

Only part of the results is shown (hit frequency here may not be typical).
